NR2F2 inh: inhibitors of human COUP-TFII (NR2F2); HEK293T NGFI-A luciferase reporter, luminescence; inhibition, % at 8.6 µM; actives 0.7% (n = 370,000);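 active means inhibition above a per-plate cutoff, mean inhibition of test wells between control levels plus 3 SD, cut at about 38% in these data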;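 further: cells cotransfected with COUP-TFII expression vector driving the NGFI-A reporter; 0% = median of COUP-TF2 test wells and 100% = reporter-only cells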
Target sequence (P24468 whole entry, looked up): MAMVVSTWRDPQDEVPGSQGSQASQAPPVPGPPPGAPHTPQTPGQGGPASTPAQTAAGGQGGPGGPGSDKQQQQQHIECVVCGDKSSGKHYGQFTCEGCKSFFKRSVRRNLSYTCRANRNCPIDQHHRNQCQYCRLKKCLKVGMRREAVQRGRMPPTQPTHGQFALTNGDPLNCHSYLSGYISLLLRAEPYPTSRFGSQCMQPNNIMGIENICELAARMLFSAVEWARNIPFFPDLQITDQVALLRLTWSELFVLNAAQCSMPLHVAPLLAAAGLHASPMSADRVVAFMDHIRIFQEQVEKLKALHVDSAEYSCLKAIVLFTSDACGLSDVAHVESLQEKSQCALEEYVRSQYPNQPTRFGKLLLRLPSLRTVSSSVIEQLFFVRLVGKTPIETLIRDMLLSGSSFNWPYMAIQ
C8 TRAIL sens: caspase-8 TRAIL sensitization. NB7+C8 cells + TRAIL, ATPlite viability luminescence. AID 624354. inhibition (viability loss, TRAIL sensitization), % at 10 µM. actives 1% (n = 360,000);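 active means compounds causing at least 50% loss of cell viability in the single-dose screen, relative to plate controls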
CF NFkB inh: inhibitors of cystic fibrosis induced NF-kB. KKLEB NF-kB-GFP reporter, PAF-induced, GFP fluorescence overnight. inhibition, % at 5 µM. actives 0.86% (n = 360,000);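 active means at least 50% inhibition at 5 µM, scaled per plate between neutral and stimulator controls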;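 further: PAF is a Pseudomonas aeruginosa culture filtrate used as stimulus; plate controls were PAF-stimulated DMSO wells for no effect and unstimulated DMSO wells for full effect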
LMP1 NFkB inh: reduces LMP1-driven NF-kappaB luciferase signal. AID 504558. LMP1-induced NF-kappaB luciferase reporter cells, luminescence. inhibition, % at 12.5 µM. actives 0.69% (n = 350,000); in the data active means inhibition above about 41%;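 further: 0% = neutral control wells and 100% = reference inhibitor control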
TWEAK-Fn14 inh: blocks TWEAK-Fn14 interaction in a reporter cell assay; TWEAK-stimulated Fn14 reporter cells, luciferase luminescence, 8 h; inhibition, % at 10 µM; actives 2% (n = 360,000); AID 1159606; in the data active means inhibition above about 50%
KKLEB cytotox: reduces viability of KKLEB cystic fibrosis airway cells. KKLEB CF airway cells viability, ATPlite luminescence, overnight; stronger effect = lower value; cells stimulated with P. aeruginosa culture filtrate. activity change (cytotoxicity), % at 5 µM. actives 0.36% (n = 360,000);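 active means corrected activity change at or below -50% at 5 µM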
NCOA3 inh: human NCOA3 inhibition; Q9Y6Q9; HEK293 GAL4-SRC3 luciferase reporter, luminescence; inhibition, % at 3.6 µM; actives 0.17% (n = 360,000);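 active means inhibition above a per-campaign cutoff, the mean of all compounds plus 3 SD, cut at about 60% in these data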;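 further: 0% = DMSO-treated cells and 100% = gossypol-treated cells at 36 µM; higher means less SRC3-driven luciferase light from the GAL4 reporter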
TROY NFkB inh: inhibitors of TROY-dependent NF-kB signaling | inhibition, % at 10 µM | actives 0.98% (n = 360,000) | Q293 LMP1-TROYcd NF-kB luciferase reporter, 4 h;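 active means compounds whose plate-normalised and pattern-corrected inhibition of the luciferase reporter signal at the single screening dose is 50% or more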
SRC1 inh: human NCOA1 inhibition; Q15788; HEK293 GAL4-SRC1 luciferase reporter, luminescence; inhibition, % at 3.6 µM; actives 0.12% (n = 360,000); AID 588354;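 active means inhibition above the campaign mean plus 3 SD, with each screening campaign given its own cutoff, cut at about 60% in these data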;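 further: 0% = DMSO treated cells and 100% = gossypol at 36 µM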
SRC2 inh: human SRC2 (NCOA2) inhibition. Q15596. HEK293 GAL4-SRC2 luciferase reporter, luminescence. inhibition, % at 9 µM. actives 0.17% (n = 370,000);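 active means inhibition above the mean inhibition of all tested compounds plus 3 SD, set per campaign, cut at about 52% in these data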;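 further: 0% = DMSO treated cells and 100% = cells given Gossypol at 36 µM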
NR5A2 inv ag: suppresses constitutive activity of human LRH-1; O00482; HEK293T StAR-luciferase reporter, LRH-1 transfected, 24 h; inhibition, % at 3.6 µM; actives 0.13% (n = 360,000); AID 602396;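 active means inhibition above the mean inhibition of all tested compounds plus 3 SD, cut at about 73% in these data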;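 further: 0% = DMSO wells and 100% = reporter-only cells lacking LRH-1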
Target sequence (O00482 whole entry, looked up): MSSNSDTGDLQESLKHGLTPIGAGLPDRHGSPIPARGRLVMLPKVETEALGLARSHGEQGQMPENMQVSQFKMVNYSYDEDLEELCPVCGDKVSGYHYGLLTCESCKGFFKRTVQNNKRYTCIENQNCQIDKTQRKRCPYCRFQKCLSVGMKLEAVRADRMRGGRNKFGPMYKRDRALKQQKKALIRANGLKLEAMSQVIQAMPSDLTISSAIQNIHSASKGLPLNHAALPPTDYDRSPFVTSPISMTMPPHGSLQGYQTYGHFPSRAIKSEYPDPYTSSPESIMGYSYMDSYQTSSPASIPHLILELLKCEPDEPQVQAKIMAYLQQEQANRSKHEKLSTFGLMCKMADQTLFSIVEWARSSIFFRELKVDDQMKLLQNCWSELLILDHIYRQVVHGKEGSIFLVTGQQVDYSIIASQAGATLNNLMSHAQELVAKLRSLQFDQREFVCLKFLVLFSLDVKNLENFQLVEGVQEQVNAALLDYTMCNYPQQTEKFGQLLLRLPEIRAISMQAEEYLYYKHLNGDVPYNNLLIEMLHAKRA
* marks the source's active call; other numbers are inactive results; . = no result given. This is a random part of the collection. About 4.2% of those tested had a hit in this group.

Order of results: NR2F2 inh	C8 TRAIL sens	CF NFkB inh	LMP1 NFkB inh	TWEAK-Fn14 inh	KKLEB cytotox	NCOA3 inh	TROY NFkB inh	SRC1 inh	SRC2 inh	NR5A2 inv ag
COc1ccc(-c2noc3c2-c2nc(-c4ccc(Cl)cc4)sc2CC3)cc1
  2	-8	-16	-21	-10	8	-20	-2	-6	-5	8
Cc1cc(C)nc(N(C#N)CC(=O)c2ccccc2)n1
  1	8	29	2	9	10	20	-7	-3	-5	1
CCS(=O)(=O)N1CCC(NC(=O)C(Cc2cccc(OC)c2OC)NC(C)=O)CC1 (configuration not stated)
  2	1	1	3	85*	-1	9	2	-9	10	1
CC(=O)NC(=O)COC(=O)/C=C/c1c(C)nn(Cc2c(Cl)cccc2Cl)c1Cl
  -2	33	10	-3	-5	6	5	-2	-16	-35	-3
C=CCc1c(OC)ccc2ccc(=O)oc12
  8	-3	24	4	9	-15	-1	16	14	3	1
COc1cc2nc(CN3CCN(S(=O)(=O)c4ccccc4C(F)(F)F)CC3)[nH]c(=O)c2cc1OC
  9	10	8	5	8	0	-21	7	-7	-7	8
COC(=O)c1ccc(N2CCN(C(C)=O)CC2)c(NC(=O)c2cccnc2)c1
  -27	-1	-7	-6	-10	4	14	10	-9	6	-5
Clc1ccc(COn2nnc3ccccc32)c(Cl)c1
  -46	13	-17	-20	2	4	-144	-65	-107	-36	-112
COC(=O)c1cc2c(N)c(C(=O)c3ccccc3)sc2nc1C(OC)OC
  7	34	18	-2	-10	5	-15	-6	-4	-28	18
O=C(CN1CCCC1)Nc1c2c(nc3ccccc13)N(Cc1ccccc1)CC2
  10	-7	-1	6	9	2	1	-9	1	2	1
C=CCn1c(SCC(=O)c2c(N)n(C)c(=O)n(C)c2=O)nnc1-c1ccccc1F
  5	-1	-10	-3	17	-12	-8	-2	12	-19	10
Cn1c(=O)c2c(nc(CN3CCN(C(=O)c4ccco4)CC3)n2CCc2ccccc2)n(C)c1=O
  -17	-1	-11	6	-6	-1	-7	13	-19	-14	-6
CN(CCCCCCCCC(=O)/C=N/O)Cc1ccccc1
  4	13	0	-4	-27	-24	9	0	-8	-2	24
Cc1nc2ccc(C(=O)NCCCn3ccnc3)cn2c1N(C)C(=O)CCc1ccccc1
  -13	-3	8	.	-8	-5	0	-8	9	-27	-10
CC(=O)c1cnn(-c2ccc(Cl)c(Cl)c2Cl)c1C
  13	-14	11	.	5	-20	14	0	9	0	-1
C(=N\c1nc2ccccc2n1CCN1CCOCC1)/c1cccs1
  5	-13	6	-2	-5	-13	-1	-15	10	-2	-16
Cc1ccc(S(=O)(=O)N2CCCCC2)cc1NC(=O)c1cc(F)c(F)c(F)c1F
  17	12	14	-11	0	-13	-9	2	-10	2	33
CC1CCCC(C)N1CCCNC(=O)C1CCCN(c2ncnc3c2nc2n3CCCCC2)C1 (configuration not stated)
  11	-5	-10	-3	-5	13	2	8	20	11	7
COc1ccc(C(c2nnnn2C2CCCC2)N2CCN(C(=O)c3ccco3)CC2)cc1OC (configuration not stated)
  -18	-2	-2	-1	19	5	-17	5	-4	-4	7
O=C(NCc1cccc(Cl)c1)c1cccc(S(=O)(=O)N2CCCCC2)c1
  -3	13	17	-2	6	-2	20	-3	-7	-12	12
CN(C)CCCNC(=O)N1c2ccccc2C=Cc2ccccc21
  9	1	-4	5	4	11	3	-5	-15	8	-4
CCOc1ccc(C2NC(=O)Cc3cc(OC)c(OC)cc32)cc1 (configuration not stated)
  -1	-2	-11	1	-1	-2	10	9	6	-8	1
COC(=O)CSc1nc2c(c(-c3ccco3)c1C#N)CCCC2
  .	1	9	-4	7	-6	2	-4	-12	.	10
CCn1c(Cc2ccccc2)nnc1SCC(=O)Nc1ccc(N)cc1
  -6	11	-8	6	-6	5	10	-25	-3	-20	2
Cn1nnc(NCc2cc(Br)ccc2OCc2ccccc2F)n1
  9	-1	3	-4	-18	3	10	-18	10	18	4
COC(=O)c1cn(Cc2cc(OC)ccc2OC)cc(F)c1=O
  .	17	1	27	20	1	8	2	-1	.	1
CC1=CC=CN2C1=NC(=O)CC2(C)C(=O)N(CC(=O)NC1CCCC1)c1ccccc1C (configuration not stated)
  -12	-10	-12	7	18	-1	-23	7	5	-3	2
C=CCOc1ccc(C(=O)O)cc1Cl
  6	-4	-8	-7	12	2	-7	-8	1	-36	24
CCN(CC)S(=O)(=O)c1cccc(-c2n[nH]c(=S)n2/N=C/c2ccc(C(=O)OC)cc2)c1
  3	-9	-5	6	-3	4	9	7	4	16	-15
COc1nnc(-c2ccc(N3CCCCC3)c(NC(=O)COc3ccccc3)c2)c2ccccc12
  8	5	-5	-3	-5	-1	13	1	-6	26	-2
CN(C)C(=O)CCc1ccc2c3c([nH]c2c1)[C@]1(C)[C@@H](C(=O)N2CCOCC2)C[C@H](CC(=O)NCCCn2ccnc2)C(=O)N1CC3
  6	-6	9	-6	8	7	3	-3	-20	4	-26
Brc1ccc2nc(N3CCCC3)sc2c1
  -52	-12	-2	-22	25	2	-57	-55	-97	-34	-129
O=C(CNC(=S)N(Cc1ccccc1)Cc1cccnc1)NC1CCCC1
  -18	10	26	5	13	0	17	-7	17	23	6
COCCNC(=S)Nc1cccc2cnccc12
  14	6	12	-7	-9	-3	8	-16	-5	8	-3
O=C(Nc1ccc(N2CCN(Cc3ccccc3)CC2)cc1)c1ccco1
  -10	-11	14	-3	-7	-21	0	-52	-22	-15	-12
O=[N+]([O-])c1ccc(-c2nc(NCc3cccnc3)c3ccccc3n2)cc1
  -9	-16	12	-1	-4	-11	-19	-54	-10	-22	-30
CCOC(=O)C1=C(c2ccccc2)NC(SC)=C(C#N)C1c1ccco1 (configuration not stated)
  -11	11	-14	3	-7	11	-1	2	-15	-12	17
Cc1c(NC(=O)Nc2cccc(F)c2)c(=O)n(-c2ccccc2)n1C
  7	2	-12	-5	-4	14	3	-10	4	-1	7
O=C(NC1CCCc2ccccc21)c1ccccn1 (configuration not stated)
  -1	-14	-1	1	3	14	15	1	-4	5	0
CN1CCc2[nH]c3ccc(C(=O)NN)cc3c2C1
  -17	-7	7	-2	-10	9	5	-18	-2	-16	-2
CCOc1ccc(C(=O)C(CN2CCOCC2)c2ccccc2)cc1 (configuration not stated)
  -26	4	26	26	39	-47	26	-3	8	34	12
COc1ccc(-c2ccc3c(=O)cc(-c4ccsc4)oc3c2)cn1
  -18	1	-70	-11	-5	10	-10	24	-24	-30	13
COc1ccc(NC(=O)CN(C)C(=O)CSCc2ccc(C)cc2)cc1
  21	-5	-8	-1	6	-8	-6	-3	-2	-9	-13
O=C(O)CC(c1ccc(C(F)(F)F)cc1)N1Cc2ccccc2C1=O (configuration not stated)
  10	-25	1	0	-3	12	11	-33	0	-11	4
Cc1ccc(C)c(S(=O)(=O)NC(Cc2c[nH]c3ccccc23)C(=O)O)c1 (configuration not stated)
  12	1	-15	6	5	1	-2	-3	-25	-10	0
CC(C)/C=C/C(=O)N1CCC(N2CCC(C(=O)NCC3CCCO3)CC2)CC1 (configuration not stated)
  3	-12	18	3	-35	-7	3	-22	-6	-13	3
O=C(O)COc1ccccc1/C=N/NC(=O)CNC(=O)c1ccc(F)cc1
  1	-8	-18	-7	-1	19	8	2	-3	9	8
CC(/C=C1\SC(=S)N(NS(=O)(=O)c2ccccc2)C1=O)=C\c1ccccc1
  0	-18	25	-8	-1	-15	9	-5	-3	7	-19
COc1ccc(-c2[nH]ncc2CNC(C)c2cn(C)nc2C)c(F)c1 (configuration not stated)
  -11	10	11	-2	65*	-7	11	-16	-11	-6	4
Cc1cccc(NNC(=O)C(=O)NNc2cccc(C)c2)c1
  8	-4	2	-35	-20	-9	43	5	24	2	-13

Later entries
Order of results: NR2F2 inh	C8 TRAIL sens	CF NFkB inh	LMP1 NFkB inh	TWEAK-Fn14 inh	KKLEB cytotox	NCOA3 inh	TROY NFkB inh	SRC1 inh	SRC2 inh	NR5A2 inv ag
COc1ccccc1N1CCN(C(=O)c2ccccc2NC(=O)C2CCCCC2C(=O)O)CC1 (configuration not stated)
  3	-5	8	-7	-4	-2	-3	-1	-2	2	6
Cc1ccc(/C=N/NC(=O)c2ccc(-c3ccccc3)cc2)o1
  -18	-1	0	-2	10	9	-13	1	7	13	17
O=C(Nn1cnnc1)c1cc2c(s1)CCCC2
  -7	-4	-8	-2	14	-8	5	2	-4	26	-5
CN(C(=O)COC(=O)c1sc2ccccc2c1Cl)C1CCCCC1
  7	-10	-2	-10	-16	1	10	-48	7	-20	13
Cc1ccc(NC2CCCN(C(=O)CCn3nccc3C)C2)cc1C (configuration not stated)
  7	-2	-20	5	1	10	-25	1	2	-3	-2
CC1Oc2ccccc2N(CC(=O)NCc2ccccc2)C1=O (configuration not stated)
  -20	-4	6	-8	-10	10	-7	-20	-19	-64	-53
COc1ccc(C(O)c2nc(-c3cccc(F)c3)cs2)cc1 (configuration not stated)
  -3	-2	-5	.	2	-37	12	-20	9	-13	10
CCCOc1ccc(S(=O)(=O)Nc2ccccn2)c2ccccc12
  -5	-10	-11	5	-14	0	-3	20	22	2	12
CCC1(CC)NC(=O)N(CC(=O)OCC(=O)NC(=O)c2ccccc2OC)C1=O
  8	17	30	4	5	-15	20	4	-4	-1	-3
CCN1C(=O)[C@@H]2[C@H](C1=O)[C@@H]1C(=O)Nc3ccccc3C(=O)N1[C@@H]2c1ccc(Br)cc1
  -2	6	10	-1	6	6	-2	9	-24	-9	-8
CC(/C=C/c1cccc([N+](=O)[O-])c1)=N/NC(=O)c1cccnc1
  4	10	-9	-5	1	4	11	7	-5	4	3
CCOC(=O)Cn1nc(C)c(NC(=O)COc2ccc(C)c(C)c2)c1C
  14	-4	-16	5	21	17	12	6	13	-14	10
CC(NC(=O)c1ccc(F)cc1)C1CC2CCC1C2 (configuration not stated)
  3	9	-7	3	14	2	5	12	-30	-17	25
CCOC(=O)c1c2n(c3c(NCc4ccccc4)ncnc13)CCCC2
  14	1	1	-3	-8	-6	18	6	16	-13	13
O=C1N/C(=N/O)S/C1=C/c1cccnc1
  0	-3	5	-5	-7	10	-30	-10	4	-34	17
O=C(CSc1nnc(COc2ccc3c(c2)CCCC3)o1)Nc1ccc(F)cc1
  3	-19	12	3	-21	-3	-5	-10	-11	-1	5
NS(=O)(=O)c1ccc(CCNC(=O)C(=O)NCC2OCCN2S(=O)(=O)c2cc(F)ccc2F)cc1 (configuration not stated)
  7	11	-32	-12	-2	14	-5	-9	-1	3	-4
Cc1ccc(NC(=O)c2ccc(C)c(S(=O)(=O)N3CCOCC3)c2)nc1
  -2	-11	6	-2	0	-1	6	11	-11	-25	-3
COc1ccc(OC)c(NC(=O)CN2C(=O)C(C)N(c3ccc(C)cc3)C2=O)c1 (configuration not stated)
  -32	9	-24	4	16	19	7	23	-9	22	5
